HIF-2a inh – blocks HIF-2a reporter activity. actives 0.72% (n = 360,000). inhibition, % at 18.8 µM. 786-0 RCC cells HIF-2a reporter, luciferase luminescence, overnight;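 active = inhibition of the luminescence signal of 40% or more relative to plate controls, in a single-dose primary screen at 18.75 µM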
NR2E3 ag-1 – agonists of human NR2E3 nuclear receptor | Q9Y5X4 | CHO-S Gal4-NCOR/VP16-NR2E3 two-hybrid, luciferase | inhibition of corepressor binding, % at 3.98 µM | actives 0.35% (n = 360,000) | AID 602229;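 active = inhibition above the mean of all tested compounds plus 3 SD, cut at about 70% in these data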;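 also: 0% = DMSO with NR2E3 transfected cells and 100% = cells lacking NR2E3 construct; higher means lower luciferase signal from less NR2E3 corepressor binding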
Target sequence (Q9Y5X4 whole entry, looked up, the tested form may be a part): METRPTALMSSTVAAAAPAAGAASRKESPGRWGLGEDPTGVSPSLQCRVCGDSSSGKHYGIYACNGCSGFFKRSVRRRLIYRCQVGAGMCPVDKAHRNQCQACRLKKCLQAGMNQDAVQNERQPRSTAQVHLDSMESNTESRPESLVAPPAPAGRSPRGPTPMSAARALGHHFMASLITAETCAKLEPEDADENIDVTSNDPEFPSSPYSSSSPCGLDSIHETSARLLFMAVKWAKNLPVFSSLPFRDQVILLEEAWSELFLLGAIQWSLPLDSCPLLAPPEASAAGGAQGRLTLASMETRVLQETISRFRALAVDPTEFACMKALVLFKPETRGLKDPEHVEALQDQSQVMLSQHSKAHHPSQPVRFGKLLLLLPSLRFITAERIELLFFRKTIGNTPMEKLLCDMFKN
NR2E3 ag-2 – activates human photoreceptor nuclear receptor NR2E3; Q9Y5X4; GST-NR2E3/biotin-RetCOR TR-FRET, 1536-well; inhibition of corepressor binding, % at 4.78 µM; actives 0.12% (n = 320,000); AID 2300;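 active = percent inhibition above the cutoff of mean plus 3 SD of all tested compounds, set per screening campaign, cut at about 20% in these data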;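 also: 0% = DMSO wells and 100% = biotin wells as full block of FRET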
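Material: NR2E3–RetCOR corepressor complex / Amount: 1.35 nM GST-NR2E3 / Medium: Tris pH 7.5 / Compound: single nominal compound dose of 4.8 µM / Incubation: 5 h at 4 °C / Technique: TR-FRET, Eu(K)-anti-GST donor, streptavidin-D2 acceptor, ex 340, em 617/671 nm / Read-out basis: percent loss of FRET ratio relative to control wells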
aDG glyco act – increases alpha dystroglycan glycosylation | Pro5-aDG cells, alpha-DG glycosylation AlphaScreen (IIH6); 0% Pro5, 100% B10-LARGE cell signal | activation, % at 10 µM | actives 0.22% (n = 360,000) | AID 624168;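 active = activation of at least 8% versus controls, or a plate z-score of at least 8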;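 also: Pro5 are CHO cells carrying HIG-tagged alpha-DG that lacks glycosylation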
iPSC survival up – hiPSC single-cell survival enhancement | actives 0.044% (n = 360,000) | ATPlite luminescence; 100% = ROCK inhibitor wells, 0% = DMSO | survival enhancement, % at 20 µM | AID 602274; in the data active = survival enhancement above about 18%;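 also: cells exposed to compounds for 16 hours before the ATP read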
CaV13 ICDI inh – Primary screen for inhibitors of IQ motif and Ca2+-dependent inactivation inhibitor domain binding in CACNA1D, Förster resonance energy transfer in living cells, …; inhibition, % at 12.3 µM; HEK cells, CFP/YFP FRET ICDI-IQ, plate reader, 10 min; percent FRET-ratio fall versus neutral wells; AID 743397; actives 0.098% (n = 340,000);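 active = mean replicate inhibition of at least 30% and at least 1% of replicates passing that level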;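 also: 0% = median of the neutral control wells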
MITF TRPM1 inh – MITF TRPM1 promoter inhibition in SK-MEL-5 cells | SK-MEL-5 TRPM1 promoter luciferase, 24 h | inhibition, % at 12.5 µM | actives 0.83% (n = 330,000) | AID 488899;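 active = mean inhibition across replicates of 60% or more, whatever share of single replicates reaches that level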; also: values of inactives mirror those of a sister screen read the other way
Exocytosis inh – lytic granule exocytosis inhibition. AID 651702. TALL-104 LAMP-1 surface exposure, flow cytometry; cells stimulated with thapsigargin and PMA. inhibition, % at 10 µM. actives 0.66% (n = 360,000);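 active = inhibition above about 55%, limit read from the data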
Vif inh – inhibitors of HIV Vif | HEK293T cells, Vif self-association by quenched fluorescence, imaging, 24 h | inhibition, % at 7.49 µM | actives 0.35% (n = 340,000); in the data active = inhibition above about 50%, passing the limit was not always enough; also: some results filed as inactive read as strong as hits
PDI inh – inhibitors of human protein disulfide isomerase; P07237; PDI insulin aggregation turbidity, A650, 90 min; inhibition, % at 10 µM; actives 0.052% (n = 350,000); AID 588391;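 active = mean inhibition across replicates of 30% or more, whatever share of single replicates reach that level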;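 also: absorbance from insulin aggregation driven by PDI reduction with DTT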
Target sequence (P07237 whole entry, looked up): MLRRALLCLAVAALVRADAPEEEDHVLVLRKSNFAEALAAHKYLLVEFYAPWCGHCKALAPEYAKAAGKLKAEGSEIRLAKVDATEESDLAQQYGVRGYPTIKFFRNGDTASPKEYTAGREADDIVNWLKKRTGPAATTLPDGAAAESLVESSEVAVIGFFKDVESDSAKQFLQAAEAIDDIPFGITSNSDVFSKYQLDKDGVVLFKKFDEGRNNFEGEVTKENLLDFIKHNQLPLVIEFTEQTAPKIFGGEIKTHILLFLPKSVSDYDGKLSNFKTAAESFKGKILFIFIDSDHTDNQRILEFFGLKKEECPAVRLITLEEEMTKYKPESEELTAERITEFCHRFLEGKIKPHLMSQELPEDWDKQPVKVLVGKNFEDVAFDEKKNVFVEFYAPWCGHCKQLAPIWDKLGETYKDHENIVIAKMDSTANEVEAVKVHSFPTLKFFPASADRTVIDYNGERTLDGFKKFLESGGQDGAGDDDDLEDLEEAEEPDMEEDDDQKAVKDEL
Peg3 promoter – inhibitors of Peg3 promoter. HeLa PEG-Prom luciferase reporter, luminescence, overnight. inhibition, % at 20 µM. actives 1.7% (n = 360,000);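 active = inhibition of at least 50% at 20 µM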
The depositor's hits bear a star; . = no result given.

Compound	HIF-2a inh	NR2E3 ag-1	NR2E3 ag-2	aDG glyco act	iPSC survival up	CaV13 ICDI inh	MITF TRPM1 inh	Exocytosis inh	Vif inh	PDI inh	Peg3 promoter
O=C(/C=N/O)Nc1ccc(F)cc1	-8	-6	1	0.6	2.1	.	-2	9	-3	10	8
C=CCC[C@H](Cc1ccc(F)cc1)C(=O)OC[C@H](Cc1c[nH]c2ccccc12)NC(=O)[C@H](CC=C)CC(=O)N[C@H](CO)Cc1ccccc1	0	-1	.	0.9	0.3	-4	13	-5	.	3	14
CCOc1ccc(C(=O)Nc2cc(C)c3c(=O)oc4ccccc4c3n2)cc1	2	-6	-1	0.0	-0.8	-6	6	-5	-2	-16	-7
COc1ccc(OC)c(C(c2c(O)nc(SC)[nH]c2=O)c2c(O)nc(SC)[nH]c2=O)c1	9	10	1	0.1	0.7	-21	2	9	2	1	3
c1cn(C23CC4CC(CC(C4)C2)C3)cn1	-4	10	1	0.0	5.7	-3	2	0	11	-4	13
CCN(CC)C(=O)[C@H]1C[C@H](CC(=O)NCCC2=CCCCC2)C(=O)N2CCc3c([nH]c4ccc(Cl)cc34)[C@]12C	-18	-6	.	0.2	-2.3	-6	20	1	.	-6	11
O=C(C[n+]1cc(-c2ccccc2)n2c1CCC2)Nc1nc(-c2ccccc2)cs1	-67	-13	-1	-0.4	-2.1	-4	7	-2	-4	17	-51
Clc1cccc(Cl)c1C1Nc2cccc3cccc(c23)N1	14	42	1	0.0	0.5	-3	15	85*	-4	-3	13
O=C(Cc1ccccc1)NS(=O)(=O)c1ccc(N=NN2CCOCC2)cc1	14	20	0	0.2	0.9	-3	-1	4	-2	10	-4
NC(=O)CN1CCOCCOCCN(CC(N)=O)CCOCCOCC1	11	-13	-1	0.3	6.8	-6	11	1	0	-3	-2
NC(=O)C1CCN(c2ccc(S(=O)(=O)N3CCCCC3)cn2)CC1	15	26	-2	-0.1	-4.5	-3	-3	9	2	14	13
CCOC(=O)/C(C#N)=C1/C=Cc2ccccc2N1CC	-8	-4	0	0.0	0.1	-5	-12	-1	6	1	-24
CC1CCCN(C(=O)C2CCN(S(=O)(=O)c3cccc4cccnc34)CC2)C1 (stereo unspecified)	17	-10	2	0.0	0.6	2	0	-5	-1	8	-4
CCN(CC)C(=O)C(=O)c1cc(C)n(-c2ccc(F)cc2)c1C	16	0	1	-0.5	-1.6	10	9	-4	0	14	5
CCOC(=O)C1=C(c2ccc(O)cc2)NC(=O)NC1C (stereo unspecified)	9	-26	-1	0.0	-0.4	-5	.	0	3	1	8
CCOC(=O)N1CCC(NC(=O)C(CC(C)C)NC(=O)C2CCCCC2)CC1 (stereo unspecified)	7	-3	5	2.3	2.8	-5	3	-2	-2	3	3
Cc1c(Cl)cccc1NC(=O)N1CCN(C(=O)c2ccco2)CC1	10	21	2	-0.2	-0.6	.	-8	2	0	-8	10
COc1cccc(NS(=O)(=O)c2ccc3c(c2)NC(=O)CC(=O)N3)c1	1	-11	-1	0.0	-0.5	-3	-4	1	1	-6	-9
O=C(OCc1ccc2c(c1)OCO2)c1cccc(S(=O)(=O)N2CCCCC2)c1	18	-28	-3	0.0	-0.9	-4	-3	30	5	-3	0
CCCNC(=O)COc1coc(CN2CCN(C(=O)c3ccco3)CC2)cc1=O	13	-12	1	0.2	0.9	-5	-10	-1	-4	8	-12
O=C1OCC(CC2=C(O)C(=O)OC2)=C1O	14	-27	.	0.2	7.0	-5	4	-8	12	1	7
Cc1ccc(S(=O)(=O)NC2c3cccc4cccc(c34)C2Sc2n[nH]c(N)n2)cc1 (stereo unspecified)	6	-24	2	-0.1	-0.8	-3	5	-5	-3	6	12
COc1ccc(CCN2C(=O)CC(N3CCN(c4ccccn4)CC3)C2=O)cc1OC (stereo unspecified)	7	-1	5	0.4	0.7	-2	2	-1	.	2	16
CS(=O)(=O)c1ccc(Cl)c(NC(=O)CSc2nncn2-c2ccccc2)c1	5	-7	-3	-0.1	0.8	-7	3	5	-7	-1	11
COc1ccc(/C(C)=N/NC(=O)CNC(=O)C2COc3ccccc3O2)c(OC)c1 (stereo unspecified)	9	-20	2	0.2	-0.4	0	4	4	1	11	4
O=C(NCCc1ccccc1)C1CCN(Cc2ccccc2F)CC1	3	-7	-2	0.0	2.1	-5	-8	4	-2	6	-9
Cc1ccc([N+](=O)[O-])cc1N=Nc1c(-c2ccc([N+](=O)[O-])cc2)[nH]n(C(N)=S)c1=O	-29	-13	.	-0.7	0.2	.	64*	11	-54	4	48
CCc1nc(SCc2cccnc2)c2c(=O)n(C)c(=O)n(C)c2n1	17	5	1	-0.2	1.5	-3	-1	-2	-8	.	11
CCSc1ncc(C)cc1[N+](=O)[O-]	21	6	-4	-0.2	0.2	-14	-2	0	0	-5	0
CCOc1ccc2nc(SC(C)C(N)=O)[nH]c2c1 (stereo unspecified)	-30	11	3	-0.2	6.2	-4	-8	-1	-12	7	-30
CCn1c2ccc(C)cc2c2nnc(SCCN3CCCCC3)nc21	6	-17	-6	-0.2	-0.3	-2	-8	97*	-8	-17	22
Cc1ccc2c(c1)N(Cc1cccc(Cl)c1)C(=O)c1cccnc1O2	23	-18	3	0.0	-0.9	-5	7	-3	-4	-5	18
NC(=S)NC1CC2C=CC1C2 (stereo unspecified)	22	-10	1	0.0	0.0	-20	-10	-3	-3	0	1
CS(=O)(=O)N1CCc2nc(-c3ccccc3)sc2C1	-222	-113	-4	0.0	-0.3	-19	-89	-6	1	1	-282
COc1cc(C2/C(=C(/O)c3ccc(OCC(C)C)cc3)C(=O)C(=O)N2CCN(C)C)ccc1O (stereo unspecified)	6	-6	3	0.0	1.2	-8	-7	-2	-3	-6	-1
COc1ccc(NC(=O)C2(C)CCN2C(=O)c2ccc(C(C)(C)C)cc2)cc1OC (stereo unspecified)	6	43	.	0.2	-0.3	-5	.	-1	-17	-41	5
COc1cc(OC)c(N2CC(C(=O)Nc3cccc(C(=O)NC4CC4)c3)CC2=O)cc1Cl (stereo unspecified)	8	6	.	-0.4	-0.5	-2	-3	2	-9	-6	9
O=C(Nc1ccc(N2CCCCC2)c(Cl)c1)c1cccnc1	-254	-110	2	0.4	4.3	-5	-75	-2	.	-3	-191
COC(=O)c1ccc(C2c3c(oc4ccc(F)cc4c3=O)C(=O)N2CCO)cc1 (stereo unspecified)	9	-37	2	-0.2	-2.2	2	4	-1	-2	8	5
CCNc1ccc2c(Cl)cc(=O)oc2c1	-37	-11	3	0.6	-0.2	-5	4	-6	3	-6	-85
CCN(CC)S(=O)(=O)c1ccc(Cl)c(NC(=O)c2ccccc2C)c1	8	-26	1	0.1	-1.4	-2	-18	0	15	-8	4
COC(=O)c1nc(-c2ccc(C)cc2)[nH]c1C(C)(C)C	-16	20	.	-0.2	1.4	-7	.	-4	-5	.	16
CC(=O)c1cccc(CN2CCc3ccc(NC(=O)C4CCCO4)cc3C2)c1 (stereo unspecified)	2	-15	2	-0.3	-0.3	-5	3	6	1	-3	-14
O=C(COC(=O)c1cc[n+]([O-])cc1)Nc1cc([N+](=O)[O-])ccc1Cl	0	-2	1	0.3	0.6	-5	5	0	0	-6	6
CC(C)c1onc(C(=O)NCc2ccc(F)cc2)c1[N+](=O)[O-]	-9	0	-4	-0.1	2.4	-9	7	0	-1	-4	-3

Single records (already shown):
CCOc1ccc2nc(SC(C)C(N)=O)[nH]c2c1 (stereo unspecified) is listed with HIF-2a inh: -30; NR2E3 ag-1: 11; NR2E3 ag-2: 3; aDG glyco act: -0.2; iPSC survival up: 6.2; CaV13 ICDI inh: -4; MITF TRPM1 inh: -8; Exocytosis inh: -1; Vif inh: -12; PDI inh: 7; Peg3 promoter: -30
CCN(CC)S(=O)(=O)c1ccc(Cl)c(NC(=O)c2ccccc2C)c1 is listed with HIF-2a inh: 8; NR2E3 ag-1: -26; NR2E3 ag-2: 1; aDG glyco act: 0.1; iPSC survival up: -1.4; CaV13 ICDI inh: -2; MITF TRPM1 inh: -18; Exocytosis inh: 0; Vif inh: 15; PDI inh: -8; Peg3 promoter: 4

The results go on.
Compound	HIF-2a inh	NR2E3 ag-1	NR2E3 ag-2	aDG glyco act	iPSC survival up	CaV13 ICDI inh	MITF TRPM1 inh	Exocytosis inh	Vif inh	PDI inh	Peg3 promoter
COc1ccc(F)c(CN2CCC(n3nccc3NC(=O)CCCc3ccccc3)CC2)c1	16	-5	3	0.1	0.4	-4	5	0	1	8	21
CC(=O)N1CC2(CC(=O)OC(C)C)CN(C(C)=O)CC(CC(=O)OC(C)C)(C1)C2=O	6	7	.	-0.2	1.0	.	7	-1	-1	-7	3
CC(C)(C(=O)N1CCC1(C)C(=O)NC1Cc2ccccc2C1)c1ccccc1 (stereo unspecified)	21	13	.	0.2	0.2	-5	.	3	-8	3	7
O=C(CSc1nnc(-c2ccccc2)n1Cc1ccco1)Nc1ccc(S(=O)(=O)N2CCCC2)cc1	-1	-6	-1	-0.1	-0.2	-8	23	3	.	3	35
CCCc1ncc(CN2CCC(C(=O)Nc3cccc(-c4cscn4)c3)CC2)cn1	2	-15	2	0.0	0.0	-8	20	2	2	-7	-1
COC1C(O)C(O)C(O)C(O)C1O (stereo unspecified)	8	-26	.	-0.2	-1.2	.	10	-4	-8	.	1
O=C(N/N=C/C=C\c1ccccc1[N+](=O)[O-])c1ccco1	-31	14	1	-0.4	-1.1	-5	-5	2	3	4	-28
CCOC(=O)[C@H]1[C@H]2COc3ccc(C)cc3[C@@H]2N2C(=O)c3cc(Cl)ccc3NC(=O)[C@@]12C	11	3	1	0.2	-0.8	-10	-7	-4	-2	1	24

Screening data as filed in PubChem BioAssay.
